# Screens (PubChem BioAssay)
# MITF primary – human MITF inhibition, primary screen; AlphaScreen MITF homodimerization, bead proximity signal; inhibition, % at 2.6 µM; 0.91% of 650,000 active; O75030; in the data active means inhibition above about 50%;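 further: 0% = vehicle wells with protein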
# Target sequence (O75030 whole entry, looked up): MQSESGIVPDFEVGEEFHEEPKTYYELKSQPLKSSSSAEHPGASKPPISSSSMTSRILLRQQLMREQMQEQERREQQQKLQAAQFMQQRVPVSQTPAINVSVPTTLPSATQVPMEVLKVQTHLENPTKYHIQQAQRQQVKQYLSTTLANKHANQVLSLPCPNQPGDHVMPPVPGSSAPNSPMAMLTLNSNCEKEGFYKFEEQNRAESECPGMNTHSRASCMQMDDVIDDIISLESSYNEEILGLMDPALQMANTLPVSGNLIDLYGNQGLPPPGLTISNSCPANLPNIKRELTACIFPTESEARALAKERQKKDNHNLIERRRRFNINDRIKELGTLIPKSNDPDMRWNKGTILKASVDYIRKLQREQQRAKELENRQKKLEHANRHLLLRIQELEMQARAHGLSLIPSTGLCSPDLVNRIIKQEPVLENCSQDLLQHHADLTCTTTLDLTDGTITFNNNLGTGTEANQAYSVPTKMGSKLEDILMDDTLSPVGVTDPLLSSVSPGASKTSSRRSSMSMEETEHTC
# FBW7 act – human FBW7 E3 ligase activation, primary screen. AID 1259310. normalized activity (activation), % at 26.1 µM. 0.13% of 650,000 active. AlphaScreen FBW7–phospho-cyclin E peptide binding, activator screen; in the data active means normalized activity above about 1.9%;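 further: purified mutant Fbw7 with reduced substrate affinity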
# GPR151 ag – activators of human GPR151. Q8TDV0. PathHunter beta-arrestin GPR151 cells, luminescence. activation, % at 11.2 µM. 1% of 650,000 active. AID 1508602; in the data active means activation above about 4.9%;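 further: 0% = median of compound wells and 100% = cells with positive control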
# Target sequence (Q8TDV0 whole entry, looked up): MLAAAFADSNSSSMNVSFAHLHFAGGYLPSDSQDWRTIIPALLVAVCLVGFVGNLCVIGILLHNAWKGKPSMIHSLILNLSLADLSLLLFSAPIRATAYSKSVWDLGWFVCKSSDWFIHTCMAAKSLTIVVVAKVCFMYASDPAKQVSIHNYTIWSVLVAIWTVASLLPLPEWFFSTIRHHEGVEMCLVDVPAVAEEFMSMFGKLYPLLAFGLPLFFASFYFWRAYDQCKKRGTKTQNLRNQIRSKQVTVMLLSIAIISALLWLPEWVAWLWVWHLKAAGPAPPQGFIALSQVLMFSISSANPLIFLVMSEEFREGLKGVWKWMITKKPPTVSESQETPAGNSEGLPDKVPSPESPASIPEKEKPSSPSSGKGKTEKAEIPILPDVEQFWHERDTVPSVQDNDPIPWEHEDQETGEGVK
# TEAD-YAP block – TEAD-YAP interaction inhibition; AID 1259422; HEK-TIYL cells, TEAD-Gal4/YAP UAS-luciferase luminescence; 1.4% of 640,000 active; inhibition, % at 9.12 µM; in the data active means inhibition above about 32%;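 further: 0% = median of test compound wells and 100% = reference inhibitor wells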
# * marks the source's active call; other numbers are inactive results; & = joins results of further samples.
SMILES	MITF primary	FBW7 act	GPR151 ag	TEAD-YAP block
Cc1cc(OCC(=O)NNC(=O)C(C)Oc2ccccc2)cc(C)c1Cl (stereo not drawn)	1	0.1	1.1	7
COc1ccccc1-n1c(SCC(=O)Nc2cccc(O)c2)nnc1-c1cccnc1	13	0.1	-0.3	2
COc1ccc(O)c(CN2CCCC(C)C2)c1 (stereo not drawn)	23	0.5	1.7	-11
COc1cccc(OC)c1C(=O)Nc1ccc2c(c1)CC(=O)N2C	9	0.0	0.5	12
COc1ccc(Cl)cc1C(=O)NCCc1ccc(F)cc1	8	0.1	-0.2	1
O=C1C(c2ccc(F)cc2)N(C2CCCCCCC2)C(=O)CN1C1CCCCCC1 (stereo not drawn)	4	0.6	8.2*	-4
C=CCOc1ccc(C2C(C(=O)c3ccco3)=C(O)C(=O)N2Cc2cccnc2)cc1 (stereo not drawn)	-1	0.3	1.1	0
COc1ccc(CN2CCN(Cc3ccc(Br)cc3)CC2)c(OC)c1	36	-0.7	-1.6	-13
Cc1cc(C)cc(NC(=O)C2C3C=CC4(O3)C2C(=O)N(Cc2cccnc2)C4C(=O)NC2CCCC(C)C2C)c1 (stereo not drawn)	17	0.2	-0.6	-2
CC(C)(C)C1(c2ccccc2)NC(=O)N(CC(=O)N2CCOCC2)C1=O (stereo not drawn)	5	-0.1	1.0	-2
O=C(Nc1ccc(-c2cn3c4c(nnc3n2)CCCC4)cc1)C1CCOC1 (stereo not drawn)	-12	-0.3	-1.1	-27
Cc1ccccc1Cn1c(=N)n(CC(O)c2ccco2)c2ccccc21 (stereo not drawn)	-13	0.2	-0.5	2
CN(CCO)C1=NS(=O)(=O)c2cc([N+](=O)[O-])ccc21	6	0.0	0.2	-2
Cc1cc(C)c2cc(C)c3nn(CC(=O)NCCCN4CCCC4=O)c(=O)n3c2c1	15	0.8	0.1	3
Nc1cc(N)nc(SCC(=O)c2cc(F)ccc2F)n1	13	-0.2	-1.3	-9

# The listing continues:
SMILES	MITF primary	FBW7 act	GPR151 ag	TEAD-YAP block
COc1cc(NC(=O)CCNS(=O)(=O)c2ccc3c(c2)CCC(=O)N3)cc(OC)c1	8	-0.2	2.9	9
O=C(O)CCNC(=O)/C(=C\c1ccco1)NC(=O)c1ccc(Br)cc1	18	0.5	-2.6	-1
Cc1nnc(NC(=O)CSc2nnc3ncccn23)s1	-16	0.2	-0.8	2
COCCNC(=S)N1CCC(c2nc(-c3ccc(F)cc3)no2)CC1	-3	-0.2	-1.7	12
COc1ccccc1N(CC(=O)NC1CC2CCC1C2)S(=O)(=O)c1ccc(C)cc1 (stereo not drawn)	3	0.2	0.6	-31
Cc1ccc([N+](=O)[O-])cc1NC(=O)Cc1c(F)cccc1Cl	2	0.2	0.3	1
CCCNc1cc(-c2ccc(C(=O)N3CCN(C)CC3)cc2)nc(N)n1	20	0.1	-0.3	-33
N#Cc1ccccc1COc1ccc(/C=C2/SC(=Nc3cccc(Cl)c3Cl)NC2=O)cc1	4	0.1	-0.8	3
N#Cc1c(NC(=O)CSc2nnc(Nc3ccccc3)s2)sc2c1CCCC2	9	-0.1	-0.1	-5
CCN(CC)c1nc(-c2ccc(C(C)(C)C)cc2)nc2ccccc12	5	-0.1	-1.5	58*
CCN(C(=O)c1ccc(Br)o1)c1ccccc1	4	-0.1	0.3	1
Fc1cccc(CNCc2cc3cc4c(cc3nc2N2CCCC2)OCO4)c1	-2	0.0	-1.0	-6
COC(=O)c1cnc(Nc2cc(OC)ccc2OC)c2ccccc12	-12	0.6	0.8	7
Nc1c(C(=O)c2ccccc2)sc2snc(SCC(=O)c3ccccc3)c12	1	0.0	0.8	-13
CCCOC(=O)Nc1ccc(C(=O)Oc2ccccc2)c(O)c1	12	-0.2	-1.1	-8

# More records.
SMILES	MITF primary	FBW7 act	GPR151 ag	TEAD-YAP block
COc1cc2nc(N3CCCC(O)C3)c(CNCc3nccs3)cc2c(OC)c1OC (stereo not drawn)	4	0.0	-0.4	-1
CCOC(=O)C1=C(C)NC2=C(C(=O)CC(C)(C)C2)C1c1ccc(SC)cc1 (stereo not drawn)	-16	0.4	0.1	-5
COc1ccccc1-c1nc2n(n1)C(c1ccccc1)C(C(=O)Nc1cccnc1)=C(C)N2 (stereo not drawn)	-2	0.1	-0.9	7
CNc1ccc(C(=O)OCC(=O)NC(=O)NC2CCCC2)cc1[N+](=O)[O-]	-5	-0.1	-1.5	10
CCOc1ccc(C(=O)Nc2ccc(I)cc2)cc1OC	1	-0.2	2.1	-8
CCCOC(=O)c1c(-c2ccc(Br)cc2)csc1N	9	-0.1	-0.1	7
O=C(Nc1ccc([N+](=O)[O-])cn1)c1cc(F)c(F)c(F)c1F	1	0.0	2.0	-3
CCOc1cc(C(=O)NCC2(c3ccc(F)cc3)CC2)cc(OCC)c1OCC	0	-0.1	-0.8	3
CC(C(=O)OCC(=O)Nc1ccc(C(N)=O)cc1)N1C(=O)c2ccccc2C1=O (stereo not drawn)	14	0.2	0.5	2
O=C(CSc1nc2ccsc2c(=O)n1NC(=O)c1ccccc1)c1ccc(Br)cc1	-15	0.1	-1.2	-20
O=C(Nc1ccc(Cl)c(C(F)(F)F)c1)c1ccc(Br)o1	-7	-0.2	1.7	-14
COc1ccccc1CNc1ncc(-c2ccc(F)cc2)n1C	31	-0.1	-0.2	-3
CC(C)(C)NC(=O)C12CC3CCC(CC(C3)C1)C2	-7	0.1	-1.4	-6
O=C1C(=O)N(CCCn2ccnc2)C(c2cccc([N+](=O)[O-])c2)/C1=C(/O)c1ccc(Br)cc1 (stereo not drawn)	-11	-0.1	-0.2	4
COc1cc(NC(=O)c2cccc3ccccc23)c(OC)cc1Cl	8	-0.1	-1.3	1

# Six compounds from above, showing only GPR151 ag and MITF primary.
Compound | GPR151 ag | MITF primary
Cc1cc(OCC(=O)NNC(=O)C(C)Oc2ccccc2)cc(C)c1Cl (stereo not drawn) | 1.1 | 1
COc1ccc(CN2CCN(Cc3ccc(Br)cc3)CC2)c(OC)c1 | -1.6 | 36
CNc1ccc(C(=O)OCC(=O)NC(=O)NC2CCCC2)cc1[N+](=O)[O-] | -1.5 | -5
COCCNC(=S)N1CCC(c2nc(-c3ccc(F)cc3)no2)CC1 | -1.7 | -3
CCN(CC)c1nc(-c2ccc(C(C)(C)C)cc2)nc2ccccc12 | -1.5 | 5
COc1cccc(OC)c1C(=O)Nc1ccc2c(c1)CC(=O)N2C | 0.5 | 9

# (continued)
SMILES	MITF primary	FBW7 act	GPR151 ag	TEAD-YAP block
Cc1noc(C)c1-c1nc(NCCc2ccc(O)cc2)c2ncn(Cc3ccc(C(F)(F)F)cc3)c2n1	6	0.1	2.9	-2
O=C(O)C12CC3CC(C1)CC(n1ncc(NCCc4ccccc4)c(Cl)c1=O)(C3)C2	4	0.3	-0.9	-2
NC(=O)CN1CCCC1=Nc1ccccc1	-4	-0.1	-1.0	0
Cn1ncnc1-c1ccc(Nc2nccc(-c3ccccc3)n2)cc1	-10	-0.1	-9.5	8
CSc1ccc(/C=C(\C#N)C(=O)C(C)(C)C)cc1	4	-0.2	0.7	4
Cc1cc(C)nc(/N=C(\N)C2=C(O)CC(C)(C)CC2=O)n1	0&11&5	-0.3&0.3&0.0	-0.5&0.4&0.8	-46&-17&-4
O=C1CC(NC2CCCC2)C(=O)N1c1cccc(C(F)(F)F)c1 (stereo not drawn)	8	0.5	-0.4	0
Cc1cc(=O)oc2cc(OCC(=O)O)c(Cl)cc12	2	0.0	0.3	3
CCOc1ccc2oc(-c3ccccc3)c(C(N)=O)c2c1	-9	0.0	2.4	-31
O=C(NC(=S)Nc1ccc(Cl)c(-c2nc3ccccc3o2)c1)c1ccco1	14	-0.1	-1.2	-5
O=C1CCC(CCC(=O)N2CCN(Cc3cccc(F)c3)C(=O)C2)(Cc2ccccc2)N1 (stereo not drawn)	15	-0.1	-0.9	-24
CCc1ccc(S(=O)(=O)Nc2cc(Cl)c(O)c3ccccc23)cc1	-2	-0.2	-1.4	-12
COc1ccc(Cl)cc1NC(=O)C(=O)Nc1ccc2nc3n(c(=O)c2c1)CCCCC3	-1	-0.1	1.8	1
COc1ccccc1CN1CCNC(=O)C1CC(=O)N1CCC(CO)CC1 (stereo not drawn)	-30	0.0	-1.3	4
CCN1CCCC1CNC(=O)C1c2ccccc2C(=O)N(C)C1c1ccc(OC)cc1 (stereo not drawn)	-3	0.0	0.4	-10

# Among those listed so far, these have two or more sulfur atoms.
SMILES	MITF primary	FBW7 act	GPR151 ag	TEAD-YAP block
Cc1nnc(NC(=O)CSc2nnc3ncccn23)s1	-16	0.2	-0.8	2
N#Cc1c(NC(=O)CSc2nnc(Nc3ccccc3)s2)sc2c1CCCC2	9	-0.1	-0.1	-5
Nc1c(C(=O)c2ccccc2)sc2snc(SCC(=O)c3ccccc3)c12	1	0.0	0.8	-13
O=C(CSc1nc2ccsc2c(=O)n1NC(=O)c1ccccc1)c1ccc(Br)cc1	-15	0.1	-1.2	-20

# Copied from the results shown (3 entries):
SMILES	MITF primary	FBW7 act	GPR151 ag	TEAD-YAP block
Cc1noc(C)c1-c1nc(NCCc2ccc(O)cc2)c2ncn(Cc3ccc(C(F)(F)F)cc3)c2n1	6	0.1	2.9	-2
O=C(O)C12CC3CC(C1)CC(n1ncc(NCCc4ccccc4)c(Cl)c1=O)(C3)C2	4	0.3	-0.9	-2
NC(=O)CN1CCCC1=Nc1ccccc1	-4	-0.1	-1.0	0

# More records.
SMILES	MITF primary	FBW7 act	GPR151 ag	TEAD-YAP block
O=C(O)c1ccc2c(c1)C(=O)N(C(Cc1ccc(O)cc1)C(=O)O)C2=O (stereo not drawn)	11	-0.1	0.2	9
COc1ccc(S(=O)(=O)NC2CC3CCC2C3)c(Cl)c1Cl (stereo not drawn)	-6	-0.2	-0.5	0
c1ccc(-n2c(SCC3CCCCO3)nnc2-c2cnccn2)cc1 (stereo not drawn)	0	0.0	2.8	1
COc1ccccc1NC(=O)C1=C(C)Nc2ncnn2C1c1c(F)cccc1Cl (stereo not drawn)	22	0.2	0.1	0
CCCc1nc(SCC(=O)NNC(=O)c2ccc(OC)cc2)c2ccccc2n1	-10	0.3	-0.3	10
COc1ccc(CC(=O)Nc2sc3c(c2C(=O)Nc2ccccc2Cl)CCCCC3)cc1	-11	0.0	0.0	-7
CCOC(=O)CSc1nnc(CNC(=O)c2ccc(OC)c(OC)c2)n1C	4	-0.1	0.1	-3
CN1CCN(CCOCCOc2ccccc2I)CC1	46	-0.2	0.9	8
NS(=O)(=O)c1cccc(C(=O)OCc2ccc(Cl)cc2)c1	9	-0.1	-0.1	7
Cc1ccc(C)c(OCC(=O)Nc2cccc(C(=O)O)c2)c1C	1	-0.2	1.1	-41
O=C(Nc1ccc(OC(F)(F)F)cc1)c1ccc(-n2cncn2)nc1	5	0.4	2.0	5
O=C(c1c(C(F)(F)F)nc2ccccn12)N1CCCC1	12	-0.3	-0.6	11
Fc1ccc(-c2cnc(NCc3ccc(Cl)cc3)nc2)cc1	-55	0.0	1.7	-5
CC(=O)C1=C(O)C(=O)N(CC#N)C1c1ccc(C)cc1 (stereo not drawn)	2	-0.1	1.1	3
NC(=O)CSc1nnc(-c2cccnc2)n1-c1ccccc1	19	0.0	-1.4	3

# (listing goes on)
SMILES	MITF primary	FBW7 act	GPR151 ag	TEAD-YAP block
O=c1oc2ccccc2cc1-c1nnc(NC2CCCCC2)s1	-8	-0.1	-0.3	-3
CCCc1oc2ccc(NS(=O)(=O)c3ccc(Cl)cc3)cc2c1C(=O)OCC	3	-0.1	-1.0	5
COc1ccc(NC(=O)N2CCN(c3ccc(C)nn3)CC2)c(C)c1	0	0.8	-1.1	1
COc1ccc(-c2c(C(F)(F)F)oc3c(CN4CC(C)OC(C)C4)c(O)ccc3c2=O)cc1OC (stereo not drawn)	-1	0.7	-0.8	1
CCC(=O)c1cc(I)cc(I)c1O	-16	-0.1	1.5	13
CC(C)NC(=O)CSc1nc(N)cc(N)n1	-9	0.1	-0.4	7
Cc1ccc(/C=C(\NC(=O)c2ccccc2)C(=O)NCCc2ccccc2F)o1	-4	0.0	-0.1	-3
COc1cc(CNCc2cccc(F)c2)cc(OC)c1OC	19	-0.1	1.1	10
CCNC(=O)CC1SC(=Nc2ccc(OC)cc2)N(C)C1=O (stereo not drawn)	-8	0.2	-1.5	-10
O=c1cc(CSc2ccccn2)[nH]c(=O)[nH]1	-14	0.1	-0.2	8
COC(=O)C[C@H]1C2(C)CC34OC5(C)O[C@@]6([C@H](OC)C(OC(=O)C(C)C)[C@]7(C)C(/C(=C(/OC)C(C)C)C(=O)O[C@H]7c7ccoc7)[C@@]6(O5)[C@H](OC)[C@@]3(OC)C2OC(C)=O)[C@]14C (stereo partly drawn)	-7	-0.1	-0.3	1
O=C(Nc1cccc(N=Cc2cc([N+](=O)[O-])ccc2O)c1)c1ccco1	-3	-0.2	-1.0	2
CC(=O)OC1CCC2(C)C(CCC3C2C[C@H](OC(C)=O)C2(C)C(C(C)CC=C(c4ccccc4)c4ccccc4)CCC32)C1 (stereo partly drawn)	0	-0.2	-0.6	8
COc1cc(-c2nc(Nc3ccc(C(F)(F)F)cc3)c3ccccc3n2)cc(OC)c1OC	7	0.1	0.4	3
CCCCCNC(=O)C(=O)Nc1nccs1	15	-0.2	1.2	-16
CCONC(=O)C[n+]1csc2ccccc21	3	-0.7	0.2	4

# Random draw from the library (roughly 3.4% active in at least one column).
